FBPA Giardia inh = qHTS Assay for Inhibitors of Fructose-1,6-bisphosphate Aldolase from Giardia Lamblia; A8B2U2; purified Giardia FBPA; Potency, µM (doses to about 59.6 µM), for inactives: at the top dose activity, negative = inhibition, most hits filed as inhibitors; hit rate 0.71% among 290,000; active means well fitted inhibition curve with a large enough effect; inconclusive means small, poorly fitted or top-dose-only effect, or effect the other way; further: nearly all actives have a fitted effect of over 55% in size
Target sequence (A8B2U2 whole entry, looked up): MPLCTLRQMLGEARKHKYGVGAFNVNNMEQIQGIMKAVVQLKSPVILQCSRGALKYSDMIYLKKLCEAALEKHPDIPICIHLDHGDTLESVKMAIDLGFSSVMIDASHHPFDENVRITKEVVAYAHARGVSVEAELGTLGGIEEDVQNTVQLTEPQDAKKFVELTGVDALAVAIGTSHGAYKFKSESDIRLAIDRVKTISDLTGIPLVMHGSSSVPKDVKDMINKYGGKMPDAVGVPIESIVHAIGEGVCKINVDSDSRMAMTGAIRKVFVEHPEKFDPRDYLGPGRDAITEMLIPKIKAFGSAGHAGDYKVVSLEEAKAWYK
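40 nM FBPA preincubated 10 min at RT with compound (up to 57.5 uM final), then substrate plus GAPDH/TPI/NAD/arsenate coupling and diaphorase/resazurin added. Fluorescence read after 20 min at RT, 525/598 nm.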
An asterisk follows results filed as active; ? = inconclusive; & = joins results of further samples; [ ] = dose if it differs, or a comment. On the % scale 0 is the no-effect control and ±100 the full control effect; potency means the concentration at half of the fitted maximal effect.

SMILES | FBPA Giardia inh
CCC(C)C(=O)O[C@H]1C[C@@H](C)C=C2C=C[C@H](C)[C@H](CC[C@@H]3C[C@@H](O)CC(=O)O3)C21 (stereo not given in full) | 3%
Nc1ncnc2c1ncn2[C@@H]1O[C@H](CO)[C@H](O)[C@H]1O | -3%
COC(=O)[C@@H]1C[C@H]2CC[C@H](O)C[C@H]2N1CC1CC1 | -8%
CCCN1[C@H](C(=O)OC)C[C@@H]2CC[C@@H](O)C[C@@H]21 | -12%
C[C@]12CCC3c4ccc(O)cc4CCC3C1CCC2=O (stereo not given in full) | 7%
CCOC(=O)CCN1C(=O)[C@H]2[C@H]3[C@H](O)[C@H](O)C/C(=N/OCC(C)C)[C@H]3CC[C@@H]2C1=O | 0%[12.9 µM]
O[C@@H]1[C@H](O)[C@H]2[C@@H](O)CCN2C[C@@H]1O | 6%
O=c1c(-c2cc(F)cc(F)c2)nc2cncnc2n1-c1ccccc1 | 5%
COCCN(CCOC)c1nc(C)nc2c1nc(-c1ccccc1)n2CCCN1CCCCC1C (stereo not given) | 7%
c1ccc2c(N3CCNCC3)nc(-c3ccc4c(c3)OCO4)nc2c1 | -6%
COc1cccc(Nc2ncc3nc(-c4ccc(Cl)cc4)c(=O)n(CCC#N)c3n2)c1 | 0%
C=C1CC/C=C(\C)CC[C@@H]2[C@@H]1CC2(C)C | -1%
Cc1ccccc1-c1nc(NCCN2CCOCC2)c2ccccc2n1 | -6%
CC[C@H](C)[C@@H]1O[C@]2(CC[C@@H]1C)C[C@H]1C[C@H](CC=C(C)[C@@H](O[C@@H]3C[C@H](OC)[C@H](O[C@@H]4C[C@H](OC)[C@H](O)[C@H](C)O4)[C@H](C)O3)[C@@H](C)C=CC=C3CO[C@@H]4[C@@H](O)C(C)=C[C@@H](C(=O)O1)[C@]34O)O2 | -6%[21.7 µM]
C=CC[C@@H]1C=C[C@H](Oc2ccc(C)cc2)[C@H](COC(=O)NCc2cccc3ccccc23)O1 | -1%[12.9 µM]
CS(=O)(=O)Nc1cccc(-c2ccc3ncnc(NCc4cccnc4)c3c2)c1 | 1%
Cn1cc(-c2nc3cncnc3n(-c3ccccc3)c2=O)c2ccccc21 | -1%
COc1ccc(COC(=O)N/N=C2/C[C@@H](O)[C@@H](O)[C@@H]3[C@H]4C(=O)N(c5ccc(F)cc5F)C(=O)[C@@H]4CC[C@H]23)cc1 | -5%[12.9 µM]
C=C(NC(=O)C(=C)NC(=O)c1csc(C2=NC3c4csc(n4)C4NC(=O)c5csc(n5)C(C(C)(O)C(C)O)NC(=O)C5CSC(=N5)C(=CC)NC(=O)C(C(C)O)NC(=O)c5csc(n5)C3(CC2)NC(=O)C(C)NC(=O)C(=C)NC(=O)C(C)NC(=O)C(C(C)CC)NC2C=Cc3c(C(C)O)cc(nc3C2O)C(=O)OC4C)n1)C(N)=O (stereo not given) | -13%
COc1ccc2c(c1)C(=O)[C@@H](OC(=O)N[C@H]1CCCc3ccccc31)[C@H](c1ccc(OC)c(Br)c1)O2 | 0%
O=C(c1ccco1)N1CCC2(CC1)CN(c1ncccn1)C2 | -1%
COc1ccc(NC(=O)N2CC3(CCN(C(=O)c4ccc(OC)cc4)CC3)C2)cc1 | -1%
CC(C)(C(O)c1ccc([N+](=O)[O-])cc1)[N+](=O)[O-] (stereo not given) | -2%
CCCN1C[C@H](C)N([C@H](c2ccc(C(=O)N(CC)CC)cc2)c2cccc(OC)c2)C[C@H]1C | 4%
COC(=O)C/C=C\[C@@H](C)[C@@H](/C=N\O[C@@H](C)c1cn([C@H]2COC[C@H]2O)nn1)NS(=O)(=O)c1ccc(C)cc1 | 2%[12.9 µM]
O=S(=O)(c1ccccc1)N1CCC[C@@]2(CCN(Cc3nccs3)C2)C1 | -2%
CCC(C)C(=O)OC1C2CC3=C4CC(=O)OC(c5ccoc5)[C@]4(C)CCC3[C@@](C)(C2=O)C(CC(=O)OC)C1(C)C (stereo not given in full) | -8%
Cc1cnc(CNc2ccnc(-c3ccccc3Cl)n2)cn1 | -11%
O=C(O)CC1CCCc2ccccc2C1O (stereo not given) | 2%
CC(=O)O[C@H]1C(=O)[C@@]2(C)C([C@H](OC(=O)c3ccccc3)[C@]3(O)C[C@H](OC(=O)[C@H](O)[C@@H](NC(=O)c4ccccc4)c4ccccc4)C(C)=C1C3(C)C)[C@]1(OC(C)=O)CO[C@@H]1C[C@@H]2O (stereo not given in full) | -8%

Reprinted from the part before: six compounds; new compounds follow.
SMILES | FBPA Giardia inh
COC(=O)C/C=C\[C@@H](C)[C@@H](/C=N\O[C@@H](C)c1cn([C@H]2COC[C@H]2O)nn1)NS(=O)(=O)c1ccc(C)cc1 | 2%[12.9 µM]
O=S(=O)(c1ccccc1)N1CCC[C@@]2(CCN(Cc3nccs3)C2)C1 | -2%
CCC(C)C(=O)OC1C2CC3=C4CC(=O)OC(c5ccoc5)[C@]4(C)CCC3[C@@](C)(C2=O)C(CC(=O)OC)C1(C)C (stereo not given in full) | -8%
Cc1cnc(CNc2ccnc(-c3ccccc3Cl)n2)cn1 | -11%
O=C(O)CC1CCCc2ccccc2C1O (stereo not given) | 2%
CC(=O)O[C@H]1C(=O)[C@@]2(C)C([C@H](OC(=O)c3ccccc3)[C@]3(O)C[C@H](OC(=O)[C@H](O)[C@@H](NC(=O)c4ccccc4)c4ccccc4)C(C)=C1C3(C)C)[C@]1(OC(C)=O)CO[C@@H]1C[C@@H]2O (stereo not given in full) | -8%
Cc1ccccc1-c1cc(-n2ccnc2)ncn1 | -11%
O=C1C[C@@H](O)[C@@H](O)[C@H]2[C@@H]3C(=O)N(C[C@@H]4CCCO4)C(=O)[C@@H]3CC[C@H]12 | 2%&-1%[12.9 µM]
O=C(CCCc1ccc(-c2ccccc2F)cc1)Nc1ccc(O)cc1 | -5%
Cn1cccc1C(=O)N1CCC2(CCCN(c3ncccn3)C2)CC1 | 6%
COC(=O)C1=C(C(=O)OC)[C@@H]2N(C)c3ccccc3[C@@]23C[C@@H](C(=O)OC)N(S(=O)(=O)c2c(C)noc2C)C3=N1 | 2%[12.9 µM]
COC(=O)C1=C(C(=O)OC)[C@@H]2N(Cc3ccccc3)c3ccccc3[C@@]23C[C@@H](C(=O)OC)N(C(=O)NCc2ccccc2)C3=C1 | -11%
O=C(c1ccncc1)N1CCC2(CCCN(c3cccc(-c4ccccc4)c3)C2)CC1 | -6%
O=C(c1csnn1)N1CCC2(CCCN(c3ccncc3)C2)CC1 | -2%
O=c1c(CCc2ccccc2)nc2cncnc2n1Cc1ccc(F)cc1 | 3%
CC(N)=NCCCC[C@@H](N)C(=O)O | -2%
O=C1C=CC(=O)c2c1ccc1c2ccc2ccccc21 | ?
CC(=O)N1CCC[C@@]2(CCN(C(c3ccccc3)c3ccccc3)C2)C1 | 6%
CC(=O)OCC(=O)[C@@]1(O)CC[C@@H]2[C@H]3CCC4=CC(=O)CC[C@]4(C)[C@]3(F)[C@@H](O)C[C@@]21C | 4%[21.7 µM]
COc1ccc(CNc2ncnc3ccc(-c4ccc5c(c4)OCO5)cc23)c(OC)c1 | -9%
CS(=O)(=O)N1CCC[C@@]2(CCN(Cc3ccccc3)C2)C1 | 1%

Structures shown so far that contain a COOH group:
SMILES | FBPA Giardia inh
O=C(O)CC1CCCc2ccccc2C1O (stereo not given) | 2%
CC(N)=NCCCC[C@@H](N)C(=O)O | -2%

Next entries:
SMILES | FBPA Giardia inh
CC(C)SC(=N)N | 2%
O=C(c1cccc(F)c1)N1CCC2(CCN(Cc3ccncc3)CC2)CC1 | 4%
CC1Cc2c(cnc3c2CN(C)CC3)CO1 (stereo not given) | -18%[12.9 µM]
C=C1C(=O)C23C(O)C1CCC2[C@]12COC3(O)C(O)C1C(C)(C)CC[C@H]2O (stereo not given in full) | 6%
CC(=O)Oc1cc2c(c(C)c1OC(C)=O)CC=C1[C@]3(C)CC[C@]4(C)CC[C@@](C)(C(=O)O)CC4[C@]3(C)CC[C@]12C (stereo not given in full) | 1%
CO[C@H]1COC(=O)C/C=C\[C@@H](C)COC(=O)[C@@H](CCSC)NC(=O)C/C=C\[C@@H]1C | 1%&1%[12.9 µM]
N#CC(=Cc1ccc(O)c(O)c1)C(N)=S | ?
COc1ccc(Oc2ncc3ncc(=O)n(Cc4cccc(OC)c4)c3n2)cc1 | ?
C#CCCCO/N=C1/C[C@@H](O)[C@@H](O)[C@@H]2[C@@H]3C(=O)N(C(C)(C)C)C(=O)[C@H]3CC[C@H]12 | 0%[12.9 µM]
O=C(c1csnn1)N1CCC2(CCCN(Cc3cc(C(F)(F)F)cc(C(F)(F)F)c3)C2)CC1 | -1%
N#Cc1cccc(NC(=O)N2CCC3(CC2)CCN(C(=O)c2cnccn2)CC3)c1 | 6%
COCC(=O)N1CCC[C@@]2(CCN(c3ccncc3)C2)C1 | 1%
O=C(c1cccc(F)c1)N1CCC2(CC1)CN(Cc1ccccc1)C2 | 6%
COCC(=O)Nc1c(I)c(C(=O)NC[C@@H](O)CO)c(I)c(C(=O)N(C)C[C@@H](O)CO)c1I | -2%[21.7 µM]
CO[C@@H]1COC(=O)[C@@H](CCSC)NC(=O)C/C=C\[C@@H](C)COC(=O)[C@H](C)NC(=O)C/C=C\[C@H]1C | 3%[12.9 µM]
CCOC(=O)C1C(C=C(C)C)C1(C)C (stereo not given) | 3%
Nc1nc2c([nH]c(=O)n2C2OC(CO)C(O)C2O)c(=O)[nH]1 (stereo not given) | 0%
O=C(c1csnn1)N1CCC2(CCCN(c3ccc(-c4ccccc4)cc3)C2)CC1 | -10%
CCC1CN2CCC1CC2C(O)c1ccnc2ccc(OC)cc12 (stereo not given) | 8%
CC(=O)OCCC(C)CCC=C(C)C (stereo not given) | 0%
c1nc(NC2CC2)c2cc(-c3ccoc3)ccc2n1 | -25%
CCCNC(=O)OC[C@@H]1O[C@H](CCON=C(C)C)C=C[C@@H]1Oc1ccc(OC)cc1 | 0%[12.9 µM]
COc1cccc(NC(=O)/C=C\c2ccc(Cl)cc2)c1 | -15%
COc1cccc(Nc2ncc3nc(CCc4ccccc4)c(=O)n(C)c3n2)c1 | 3%
CC(C)(C)OC(=O)NCCCCC1=CC2=CC(=O)C(C)(OC(=O)CCc3ccccc3)C(=O)C2=CO1 (stereo not given) | -6%
CO/N=C1/[C@H]2O[C@@H]2[C@@H](O)[C@H]2[C@H]1CCn1c(=O)n(-c3ccccc3)c(=O)n12 | 1%[12.9 µM]
CN(C)CCCOC1C(C(O)CO)OC2OC(C)(C)O[C@@H]21 (stereo not given in full) | -3%
COc1ccc(-n2c(=O)c(C)nc3cnc(N(C)C)nc32)cc1 | -1%
CCCc1nc(C(C)(C)O)c(C(=O)OCc2oc(=O)oc2C)n1Cc1ccc(-c2ccccc2-c2nn[nH]n2)cc1 | 10%
CC1=C(C(N)=O)N2C(=O)[C@@H](NC(=O)Cc3ccccc3)C2SC1 (stereo not given in full) | 0%
COC(=O)NC(CC(C)=O)c1cccc(C)c1 (stereo not given) | -1%[12.9 µM]
Nc1nc(=O)n(C2OC(CO)C(O)C2O)cc1Cl (stereo not given) | 2%
CC1(C)[C@@H](OC(=O)CCC(=O)O)CC[C@@]2(C)[C@H]1CC[C@@]1(C)[C@H]2C(=O)C=C2[C@H]3C[C@](C)(C(=O)O)CC[C@]3(C)CC[C@@]21C | 10%[21.7 µM]
NC1(C(=O)O)C[C@@H](C(=O)O)[C@H](C(=O)O)C1 | -3%&-16%
CC(=O)OCC1OC(C#CCC2CCCCC2)C=CC1OC(C)=O (stereo not given) | -2%[12.9 µM]
c1ccc(N=Nc2ccccc2)cc1 | 3%
COc1ccc(Oc2ncc3nc(-c4ccc(F)cc4)c(=O)n(CCC#N)c3n2)cc1 | 8%
C[C@H](NCCc1ccc(O)cc1)[C@@H](O)c1ccc(O)cc1 | -1%[21.7 µM]
COc1ccc2c(c1)C(=O)[C@@H](OC(=O)NCCOc1ccccc1)[C@H](c1ccc(OC)c(Br)c1)O2 | 4%
COc1ccc(-c2nc3c(c4c2CC(C)OC4)CN(CCC(C)C)CC3)cc1 (stereo not given) | -8%[12.9 µM]
CC(C)=CC1C(C(=O)O)C1(C)C (stereo not given) | -5%
CN(C)C(=O)c1ccc(-c2cncnc2Nc2ccccc2)cc1 | -3%

This is a subset. The share of hits here may be higher or lower than overall.
